GRK2 inh: inhibitors of human GRK2 displacing RNA aptamer. bead flow cytometry, FAM-aptamer displacement from GRK2. inhibition of aptamer binding, % at 10 µM. 330,000 tested, 0.59% active. AID 488847;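 active means inhibition of aptamer binding above 40%, roughly 3 SD of noise, on plates passing a quality check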;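 further: median bead fluorescence of bound FAM aptamer so fluorescent compounds give negative values; no value below 0 was filed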
AGP1 TOR yeast: modulators of TOR pathway AGP1-GFP in S. cerevisiae | S. cerevisiae AGP1-GFP multiplex flow cytometry, 3 h; GFP as percent of DMSO wells | GFP response vs DMSO, % at 10 µM | 320,000 tested, 0.02% active | AID 2066;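 active means GFP response relative to DMSO above a set limit, near screen average plus 3 SD, cut at about 150% in these data; inconclusive means fewer than 70 cells counted for the yeast strain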;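 further: median GFP channel fluorescence of the gated AGP1 strain per well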
VLA-4 inh: inhibition in a human VLA-4 binding assay; P13612; VLA-4 expressing cells, ligand binding flow cytometry; inhibition, % (about 7 µM as worked out from the volumes in the protocol); 330,000 tested, 0.2% active; in the data active means inhibition above about 50%
Fam108B counter: Fam108B inhibition, counter-screen for RBBP9 inhibitors; AID 1947; 300,000 tested, 0.33% active; recombinant Fam108B, FP-Rh probe fluorescence polarization; inhibition, % at 9.51 µM;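 active means inhibition above the screen mean inhibition plus 3 SD, computed separately per campaign, cut at about 18% in these data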;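 further: inhibitors lower polarization as less probe binds the enzyme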
MCL1 BIM primary: MCL1-BIM-BH3 interaction inhibition (human). Q07820. GST-MCL1 / FITC-Bim-BH3 fluorescence polarization. inhibition, % at 10.9 µM. 320,000 tested, 0.68% active. AID 2057;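 active means inhibition above the mean inhibition of all tested compounds plus 3 SD, set per campaign, cut at about 40% in these data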;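 further: 0% = DMSO wells and 100% = unlabeled Bim-BH3 peptide control; higher means more loss of mP so more displacement of Bim peptide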
Target sequence (Q07820 whole entry, looked up): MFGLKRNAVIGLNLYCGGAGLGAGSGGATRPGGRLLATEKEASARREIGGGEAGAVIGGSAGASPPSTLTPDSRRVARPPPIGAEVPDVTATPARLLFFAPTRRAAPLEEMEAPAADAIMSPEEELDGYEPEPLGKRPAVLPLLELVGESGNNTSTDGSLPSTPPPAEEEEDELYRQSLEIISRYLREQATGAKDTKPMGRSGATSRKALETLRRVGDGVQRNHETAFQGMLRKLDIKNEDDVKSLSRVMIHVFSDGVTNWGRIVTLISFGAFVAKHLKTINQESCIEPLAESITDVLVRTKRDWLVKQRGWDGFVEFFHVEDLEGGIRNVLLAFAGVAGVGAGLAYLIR
CIT2-GFP yeast: modulators of TOR pathway CIT2-GFP in S. cerevisiae; 320,000 tested, 0.065% active; S. cerevisiae CIT2-GFP strain, flow cytometry, 3 h; 100 means same as DMSO wells; GFP response vs DMSO, % at 10 µM;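 active means GFP response relative to DMSO above a set limit, near the screen mean plus 3 SD, cut at about 150% in these data; inconclusive means Fewer than 70 cells measured for a yeast strain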;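 further: ratio of well median GFP fluorescence to mean of DMSO wells on the plate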
MEX-5 binding: C. elegans MEX-5 TCR-2 RNA binding activity; activity score (negative = inhibition of binding), % at 10 µM; MEX-5/FITC-TCR2 RNA binding, fluorescence polarization; active compounds read low; 300,000 tested, 0.38% active; AID 1832;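 active means inhibition past about -25% in most replicates, and total fluorescence under double the plate's negative control median, limit read from the data; inconclusive means replicates evenly split on the limit, or fluorescence at least double controls; inactive means too little inhibition in most replicates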;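 further: 0% = DMSO and -100% = 5 µM competing unlabeled TCR2 RNA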
Target sequence (Q9XUB2 whole entry, looked up): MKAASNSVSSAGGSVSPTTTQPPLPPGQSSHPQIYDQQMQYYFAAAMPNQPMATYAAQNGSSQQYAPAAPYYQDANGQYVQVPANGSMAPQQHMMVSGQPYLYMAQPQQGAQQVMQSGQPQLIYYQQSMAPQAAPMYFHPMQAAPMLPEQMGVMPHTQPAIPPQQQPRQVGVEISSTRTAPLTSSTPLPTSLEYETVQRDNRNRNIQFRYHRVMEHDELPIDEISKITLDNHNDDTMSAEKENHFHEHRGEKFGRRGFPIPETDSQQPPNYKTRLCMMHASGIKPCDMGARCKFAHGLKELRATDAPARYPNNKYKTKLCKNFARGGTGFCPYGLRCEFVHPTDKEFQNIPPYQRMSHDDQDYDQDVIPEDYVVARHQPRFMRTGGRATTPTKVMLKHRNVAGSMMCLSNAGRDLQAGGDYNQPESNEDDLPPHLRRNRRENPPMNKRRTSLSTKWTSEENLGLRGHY
BCLXL inh: inhibitors of human Bcl-xL; Q07817; GST-Bcl-xL / FITC-Bim BH3 peptide fluorescence polarization; inhibition, % at 10.9 µM; 320,000 tested, 0.7% active; AID 2129;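 active means inhibition above the mean of all tested compounds plus 3 SD, cutoff set per campaign, cut at about 30% in these data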;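 further: 0% = DMSO wells and 100% = unlabeled Bim-BH3 peptide competitor; inhibitors lower millipolarization by displacing the labeled peptide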
Target sequence (Q07817 whole entry, looked up): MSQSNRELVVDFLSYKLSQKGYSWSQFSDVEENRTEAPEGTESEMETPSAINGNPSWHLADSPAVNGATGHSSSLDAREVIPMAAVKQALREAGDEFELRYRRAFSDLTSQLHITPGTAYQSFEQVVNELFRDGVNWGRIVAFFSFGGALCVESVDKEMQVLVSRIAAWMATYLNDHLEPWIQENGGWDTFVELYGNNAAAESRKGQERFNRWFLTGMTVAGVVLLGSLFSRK
GLD-1 RNA inh: GLD-1-TGE RNA interaction inhibition (C. elegans). purified GLD-1 + fluorescein TGE RNA, fluorescence polarization. inhibition, % at 5.96 µM. 320,000 tested, 0.44% active. AID 2280;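 active means percent inhibition above a per-plate cutoff, the plate mean of test compounds plus 3 SD, cut at about 30% in these data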;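 further: 0% = DMSO wells with GLD-1 and probe and 100% = wells lacking GLD-1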
* hit, by the source's call; ? = inconclusive; / = not tested or not shown.

SMILES | GRK2 inh | AGP1 TOR yeast | VLA-4 inh | Fam108B counter | MCL1 BIM primary | CIT2-GFP yeast | MEX-5 binding | BCLXL inh | GLD-1 RNA inh
Cc1ccc(NC(=O)c2ccc(S(=O)(=O)C(F)F)cc2)c(C)c1 | 6.0 | 98.6 | 16.1 | -2.1 | -10.4 | 101.7 | 0.9 | 3.1 | 3.7
O=S(=O)(c1ccc(-c2nnco2)cc1)N1CCCCC1 | 3.0 | 104.2 | -4.5 | -2.9 | -5.8 | 110.8 | 1.7 | -0.9 | 0.4
COc1ccc(C=O)cc1OS(=O)(=O)c1ccccc1[N+](=O)[O-] | 0.0 | 96.0 | 2.6 | 1.6 | -6.2 | 103.9 | -4.5 | 0.3 | -3.0
CC(/C=N/NC(=O)c1cccnc1)=C\c1ccccc1 | 0.0 | 96.9 | 34.6 | 2.8 | 4.3 | 90.7 | 0.5 | 6.0 | 3.7
Cc1cccc(NC(=O)c2ccccc2NC(=O)C2CCCCC2)c1C | 0.0 | 93.8 | 30.4 | -1.4 | 7.8 | 90.5 | 1.2 | -2.3 | 8.7
Cc1ccc(S(=O)(=O)c2nnn3c2nc(N2CCOCC2)c2ccccc23)c(C)c1 | 1.0 | 104.0 | 1.4 | 1.7 | 0.5 | 101.6 | -3.3 | 6.5 | 3.7
COc1ccc(OC)c(CNC(=O)C2CCC(=O)N2C(C)C)c1 (centres undefined) | 0.0 | 99.3 | 8.1 | -2.8 | 1.5 | 106.7 | -1.1 | 7.6 | -0.9
COc1ccc(/C=N/c2oc(-c3ccccc3)cc2C#N)cc1 | 2.0 | 99.7 | 0.3 | -7.7 | -3.0 | 96.1 | -1.9 | 3.6 | 0.3
CCC(C)NC(=O)CSc1ncnc2sccc12 (centres undefined) | 0.0 | 99.9 | 9.9 | -2.8 | 0.1 | 90.2 | -0.2 | -0.9 | 6.7
CC(C)=NNc1nc(-c2ccccc2)c(C)s1 | 0.0 | 98.9 | -14.3 | -0.2 | 10.4 | 99.5 | 0.9 | 5.6 | 7.2
Cc1ccc(C(=O)Nc2nnc(S(=O)(=O)Nc3ccccc3C)s2)cc1C | 0.0 | 99.5 | -5.2 | -8.2 | 5.8 | 85.9 | 1.1 | 0.7 | -2.7
Cc1ccc(-c2nc3ccccc3c(=O)n2Cc2ccccc2)cc1 | 0.0 | 96.8 | 4.4 | -2.2 | 0.2 | 95.8 | -1.5 | 1.8 | 6.1
CCOc1ccc(Nc2nc(Cc3nnc(SCC(=O)NC4CCCC4)n3C)cs2)cc1 | 2.0 | 93.2 | -3.2 | 0.7 | 11.4 | 93.5 | 0.3 | 1.2 | 6.3
CC(=O)c1sc(NC(=O)c2cccs2)nc1C | 0.0 | 105.9 | 1.4 | -5.9 | 7.9 | 107.0 | -2.0 | 4.4 | -0.4
CCN(CC)S(=O)(=O)c1ccc(N2CCCCC2)c(NC(=O)/C(C#N)=C/c2ccc(OC)cc2)c1 | 0.0 | 120.6 | 0.2 | -0.7 | -1.3 | 107.8 | 0.5 | -4.2 | -0.9
CC(=O)Oc1ccc(C2C3=C(CC(C)(C)CC3=O)Nc3cc4c(cc32)OCCO4)cc1 (centres undefined) | 3.0 | 98.5 | 3.0 | 3.4 | 7.1 | 106.3 | 0.4 | 6.8 | -3.0
CCn1c(-c2cc(-c3ccccc3)sc2N)n[nH]c1=S | 0.0 | 101.3 | -16.2 | 7.6 | -2.1 | 98.9 | 0.1 | -5.8 | 2.8
COc1ccccc1NC(=O)CCSc1nnc(-c2ccncc2)o1 | 0.0 | 101.5 | -3.2 | 2.6 | -0.6 | 117.3 | 0.8 | -1.8 | 1.8
O=C1CC(c2cccnc2)c2cc3c(cc2N1)OCCO3 (centres undefined) | 3.0 | 97.7 | 4.4 | 1.7 | 3.5 | 103.7 | -1.5 | 4.2 | 5.3
CCS(=O)(=O)c1nc(S(=O)(=O)c2ccc(C)cc2)c(NCc2ccccn2)s1 | 0.0 | 101.6 | 9.1 | 4.4 | 4.5 | 105.7 | -1.9 | 4.8 | 5.7
COc1ccc(/C=N/NC(=O)c2ccc3c(c2)NC(=O)C(C)(C)O3)cc1OC | 2.0 | 103.8 | -11.6 | 2.1 | 2.3 | 103.5 | -0.9 | 0.1 | 1.3
COc1ccc(C(=O)Nc2ccc(NC(=O)c3cccs3)cc2)cc1[N+](=O)[O-] | 0.0 | 115.8 | 9.2 | -8.8 | -0.7 | 104.8 | 3.9 | 5.4 | 0.4
O=C(OCC(=O)N1CCN(Cc2ccccc2)CC1)c1ccc(Cl)cc1 | 4.0 | 99.5 | 5.2 | 1.7 | 3.3 | 100.5 | -3.1 | 7.8 | -1.3
CONc1nc2nonc2nc1NOC | 5.0 | 99.0 | 4.8 | -1.2 | 7.2 | 98.0 | -1.6 | 2.3 | 1.6
CC1C(=O)N(c2ccc(S(=O)(=O)N(C)C)cc2)C1(/C=C/c1ccccc1)C(=O)NC1CCCC1 (centres undefined) | 1.0 | 105.0 | 22.8 | -3.9 | 1.4 | 101.2 | -1.3 | 1.3 | 0.8

(list continues)
SMILES | GRK2 inh | AGP1 TOR yeast | VLA-4 inh | Fam108B counter | MCL1 BIM primary | CIT2-GFP yeast | MEX-5 binding | BCLXL inh | GLD-1 RNA inh
Cc1ccsc1CN(C)CC(=O)Nc1ccc([N+](=O)[O-])cc1Cl | 3.0 | 107.6 | 5.8 | 0.9 | 4.5 | 100.8 | 0.2 | -1.8 | 4.2
CC1(C)CN=C(NC2CCCCC2)S1 | 2.0 | 102.0 | -15.4 | 0.9 | 2.3 | 106.5 | 0.7 | 2.5 | 4.0
O=C(CSC1=NS(=O)(=O)c2ccccc2N1)Nc1ccc(F)cc1 | 0.0 | 102.8 | 1.5 | 0.8 | -2.2 | 99.0 | 0.3 | -1.0 | 3.8
COC(=O)c1cccc(C(=O)Nc2cnc3ccccc3c2)n1 | 3.0 | 92.1 | -9.1 | -8.1 | -4.3 | 97.2 | 0.6 | -2.8 | 3.9
COc1cccc(-c2cc(C(=O)Nc3ccc(OC)c(OC)c3)no2)c1 | 98.0* | 98.4 | 7.2 | 2.5 | 6.2 | 111.0 | -2.6 | 2.8 | 0.1
CC(=O)NCCNC(=O)CNC(=O)c1ccc(Cl)cc1 | 3.0 | 103.6 | 24.9 | 2.8 | 5.0 | 106.8 | 1.6 | -0.2 | 3.6
CN(C(=O)c1ccncc1)c1nnc(-c2cnccn2)s1 | 0.0 | 94.3 | 0.8 | -0.4 | 1.4 | 81.0 | -0.4 | 5.0 | 7.7
Cc1c(NC(=O)Nc2cccc(C#N)c2)c(=O)n(-c2ccccc2)n1C | 3.0 | 98.7 | 6.3 | 2.5 | -2.0 | 98.8 | -1.2 | 2.0 | -1.9
Cc1cccc(C(C#N)c2ccc(Cl)nn2)c1 (centres undefined) | 0.0 | 111.5 | -6.4 | -4.8 | -0.2 | 73.5 | -2.7 | 5.1 | 4.3
CC(C)OCCCn1c(=O)c2ccccc2n2c(CCC(=O)NC3CCN(Cc4ccccc4)CC3)nnc12 | 0.0 | 105.9 | 13.0 | -1.9 | -4.2 | 105.6 | 2.1 | 0.7 | -6.5
Cc1cc(C)n2nc(SCC(=O)N3CC(C)CC(C)C3)nc2n1 (centres undefined) | 0.0 | 99.2 | 12.0 | / | / | 105.9 | / | / | 6.0
Cc1cccc(C)c1NC(=O)C1CCCNC1 (centres undefined) | 0.0 | ? | -3.7 | -1.1 | 12.2 | ? | -0.3 | 5.6 | 7.4
O=C(COC(=O)c1c2c(nc3ccccc13)CCCCC2)c1ccc(Cl)s1 | 0.0 | 103.5 | 15.8 | -9.7 | -5.0 | 94.0 | 3.1 | -1.2 | -5.8
Cc1nnc(NC(=O)C(C)Sc2nnc(-c3ccco3)n2C)s1 (centres undefined) | 0.0 | 93.8 | -1.4 | -0.4 | 7.8 | 93.7 | -0.1 | 10.0 | 0.6
COc1ccccc1CN1CCN(C(c2ccccc2)c2ccccc2)CC1 | 0.0 | 105.2 | -1.4 | -6.3 | 3.7 | 97.6 | -0.3 | -0.4 | 6.2
COc1ccc(CCNC(=O)CCC(=O)Nc2ccccc2[N+](=O)[O-])cc1OC | 0.0 | 102.6 | -14.8 | -1.0 | -6.2 | 103.8 | -1.5 | 4.3 | 10.2
C=CCN1C(=O)NC2(O)C(=O)c3ccccc3C12O (centres undefined) | 1.0 | 95.5 | 10.8 | 3.1 | -3.9 | 90.5 | -1.9 | -2.4 | -4.1
CCOC(=O)CCc1c(C)n(CC)c2ncnn2c1=O | 0.0 | 100.0 | 7.4 | 1.1 | 3.6 | 97.7 | -0.2 | 2.1 | -2.5
O=c1cc(N2CCN(c3ccc(F)cc3)CC2)[nH]c(=O)n1Cc1ccc(F)cc1 | 0.0 | 93.8 | 5.7 | 10.1 | -1.7 | 96.5 | 2.0 | 3.2 | 1.8
CC(=O)c1ccc(NC(=O)C2(S(=O)(=O)c3ccccc3)CC2)cc1 | 0.0 | 104.7 | -6.4 | 1.5 | -4.3 | 112.2 | -0.6 | -6.0 | 1.6
CCOc1ccc(NC(=O)CSCC(=O)O)cc1 | 0.0 | 103.3 | 3.0 | -1.8 | -2.1 | 110.3 | 1.8 | 3.5 | 0.1
Cc1cc(NC(=S)NC(=O)c2ccco2)c2ccccc2n1 | 0.0 | 85.9 | 0.9 | -3.0 | 6.0 | 92.3 | 1.1 | 7.7 | 4.0
O=C(Nc1ccccc1)Nc1nnc(CSCc2ccccc2Cl)s1 | 1.0 | 106.9 | 35.8 | -5.7 | 6.5 | 105.2 | 0.1 | 9.4 | 7.7
COc1cccc(N2CCN(c3ccc(N4C(=O)CCC4=O)cc3[N+](=O)[O-])CC2)c1 | 5.0 | 99.0 | 10.3 | -2.1 | -3.7 | 91.0 | 3.0 | -4.6 | -1.4
CC1CCc2sc3c(c2C1)c1ncnn1c(=O)n3CC(=O)c1ccc(Br)cc1 (centres undefined) | 0.0 | 88.8 | -3.5 | -1.9 | 1.6 | 89.2 | 3.8 | 4.1 | -2.9

Other entries:
SMILES | GRK2 inh | AGP1 TOR yeast | VLA-4 inh | Fam108B counter | MCL1 BIM primary | CIT2-GFP yeast | MEX-5 binding | BCLXL inh | GLD-1 RNA inh
COc1ccc(S(=O)(=O)N2CCN(Cc3ccc(Cl)cc3)CC2)cc1 | 65.0* | 93.8 | 16.5 | -1.4 | 7.6 | 98.7 | 0.1 | 5.7 | -0.8
CCOc1ncccc1C(=O)NCCCSc1ccccc1 | 0.0 | 103.7 | 7.2 | -3.2 | 0.1 | 105.9 | 2.0 | 1.4 | -0.6
NC1=NC2(CCCC2)N=C(Nc2ccccc2)N1 | 0.0 | ? | 9.9 | 0.4 | 4.8 | ? | 2.1 | 4.0 | -1.2
CC(NC(=O)NC1CCCCC1)C(c1cccs1)N1CCOCC1 (centres undefined) | 0.0 | 100.4 | 0.0 | 0.9 | 4.1 | 92.5 | 1.0 | 2.3 | 3.2
Cc1cc(C(=O)Nc2ccc(F)c(Cl)c2)on1 | 0.0 | 100.0 | 24.5 | 3.4 | 1.1 | 105.7 | 0.0 | 2.5 | 2.6
OCCNCCNCc1ccccc1OCc1ccccc1 | 0.0 | 100.5 | 9.1 | -1.0 | 10.5 | 89.4 | 3.2 | 4.1 | 2.2
CN(Cc1ccccc1)C(=O)c1nc2ccccn2c1CNCCOc1cccnc1 | 2.0 | 100.7 | -0.8 | -2.3 | 12.3 | 100.5 | 0.0 | 1.4 | 0.1

High-throughput results as filed in PubChem BioAssay.

Rows were taken by chance. Share with any hit: about 2.2%.
